Rin1 Abl inh: human Rin1-Abl interaction inhibition. actives 0.4% (n = 360,000). AID 588664. inhibition, % at 7.35 µM. TR-FRET Rin1/Abl binding, biochemical; in the data active = inhibition above about 5%, passing the limit was not always enough
Rpn11 block: blocks the human proteasome subunit Rpn11 | O00487 | human 26S proteasome, Ub4-pepOG fluorescence polarization; 20S core pre-blocked with epoxomicin | actives 0.59% (n = 360,000) | calls only at 20 µM;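 active = inhibition at 20 µM, scaled to each plate's controls, above about 33%, limit read from the data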
Target sequence (O00487 whole entry, looked up): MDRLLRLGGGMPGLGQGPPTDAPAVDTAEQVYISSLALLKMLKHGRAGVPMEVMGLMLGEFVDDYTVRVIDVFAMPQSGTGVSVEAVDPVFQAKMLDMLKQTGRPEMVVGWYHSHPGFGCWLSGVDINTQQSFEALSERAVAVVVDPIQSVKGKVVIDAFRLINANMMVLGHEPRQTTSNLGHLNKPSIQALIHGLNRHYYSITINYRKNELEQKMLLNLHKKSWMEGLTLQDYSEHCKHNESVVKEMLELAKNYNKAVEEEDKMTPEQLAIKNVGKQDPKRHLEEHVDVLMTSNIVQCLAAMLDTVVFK
MsrA inh: bovine MsrA inhibition; purified bovine MsrA, absorbance read-out; inhibition, % at 15.5 µM; actives 0.75% (n = 360,000); in the data active = inhibition above about 4.5%;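 also: 0% = vehicle wells with enzyme and 100% = reference inhibitor wells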
PABP1 MLLE inh: blocks PAM2 peptide binding to the PABP1 MLLE domain; P11940; GST-MLLE / FITC-PAM2 fluorescence polarization; inhibition, % at 20 µM; actives 0.36% (n = 360,000); AID 588489; in the data active = inhibition above about 35%, passing the limit was not always enough;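 also: plate controls were DMSO wells with GST-MLLE for no effect and wells lacking GST-MLLE protein for full effect; some results filed as inactive read as strong as hits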
Target sequence (P11940 whole entry, looked up, the tested form may be a part): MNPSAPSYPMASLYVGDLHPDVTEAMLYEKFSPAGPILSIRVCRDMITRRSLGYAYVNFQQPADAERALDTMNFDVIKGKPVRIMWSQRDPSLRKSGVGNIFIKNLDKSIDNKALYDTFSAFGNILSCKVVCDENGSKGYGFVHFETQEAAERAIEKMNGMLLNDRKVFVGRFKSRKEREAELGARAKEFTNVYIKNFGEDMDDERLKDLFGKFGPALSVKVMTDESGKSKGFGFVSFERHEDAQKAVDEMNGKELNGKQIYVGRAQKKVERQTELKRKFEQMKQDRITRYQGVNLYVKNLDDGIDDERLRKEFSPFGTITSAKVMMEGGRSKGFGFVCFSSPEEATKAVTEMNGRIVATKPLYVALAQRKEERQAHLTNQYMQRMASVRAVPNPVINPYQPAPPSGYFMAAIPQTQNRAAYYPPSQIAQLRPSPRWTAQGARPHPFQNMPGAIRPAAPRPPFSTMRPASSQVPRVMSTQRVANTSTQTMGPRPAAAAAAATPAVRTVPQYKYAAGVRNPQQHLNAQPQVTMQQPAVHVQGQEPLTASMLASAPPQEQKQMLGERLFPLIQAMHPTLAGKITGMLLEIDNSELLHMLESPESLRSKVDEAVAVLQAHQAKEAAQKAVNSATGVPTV
MT1-MMP act inh: MT1-MMP (human) activation inhibition; P50281; HT1080 RFP-PRO-GFP cells, GFP/RFP ratio fluorescence, overnight; percent of plate control window, DMSO zero; GFP/RFP ratio change, % at 20 µM; actives 0.061% (n = 360,000); AID 651647;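 active = GFP/RFP ratio change of at least 30% with cell ATP level not reduced by more than half and red fluorescence within 50% of control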; also: strong numbers were not always called active
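Material: RFP-PRO-GFP reporter HT1080 cells. Dosing: single-point 20 µM compound, 1% DMSO. Controls: DMSO and RFP-L50D-GFP cell wells. Timing: cells overnight before dosing, compound overnight, 37 °C, 5% CO2. Measure: GFP/RFP fluorescence ratio.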
bovine MsrA act: activates bovine MsrA enzyme. purified bovine MsrA, absorbance read-out. activation, % at 10.6 µM. actives 0.3% (n = 360,000). AID 602163; in the data active = activation above about 7.5%;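 also: 0% = vehicle and 100% = reference activator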
FAS TE block: FAS thioesterase (human) inhibition; P49327; recombinant FAS-TE, OMFH fluorogenic substrate, fluorescence endpoint; inhibition, % at 15 µM; actives 0.67% (n = 360,000); AID 602261;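 active = compounds whose normalised, plate-corrected inhibition of enzyme fluorescence in the single-dose primary screen is 50% or more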;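 also: 0% = DMSO with enzyme and 100% = substrate without enzyme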
CSN inh: CSN deneddylation inhibition; Q92905; Purified CSN, SCF-Nedd8-OG deneddylation, fluorescence polarization; inhibition, % at 12.5 µM; actives 0.38% (n = 360,000);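 active = pattern-corrected inhibition above about 35%, with an unprinted fluorescence ratio check between 0.5 and 1.5, limit read from the data, passing the limit was not always enough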;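 also: 0% = enzyme with substrate and 100% = substrate without enzyme; some results filed as inactive read as strong as hits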
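Assay system: Purified human Csn5 enzyme expressed in HEK293T cells | Amount: Enzyme 0.24 nM | Measured by: Fluorescence polarization readout | Medium: Tris/NaCl/DTT buffer, pH 7.5 | Compound dosing: One concentration, 12.5 µM, 0.25% DMSO | Times: 90 min incubation of compound, enzyme and substrate at room temperature | Control set: no-enzyme wells high, enzyme-with-substrate wells low | Read-out: % inhibition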
eLon inh: E. coli protease La inhibition. purified E. coli Lon protease, fluorescence polarization. inhibition, % at 7.94 µM. P0A9M0. actives 0.42% (n = 360,000); in the data active = inhibition above about 13%, passing the limit was not always enough;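 also: 0% = enzyme with probe and DMSO and 100% = no enzyme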
The depositor's hits bear a star; i = inactive; · = no result given.

SMILES	Rin1 Abl inh	Rpn11 block	MsrA inh	PABP1 MLLE inh	MT1-MMP act inh	bovine MsrA act	FAS TE block	CSN inh	eLon inh
CC(=O)C1=C(O)C(=O)N(c2ccc(S(=O)(=O)Nc3nccs3)cc2)C1c1ccc([N+](=O)[O-])cc1 (configuration not stated)	-2	i	3.7	4	5	-2	1	-9	-3
Cc1ccc(-c2csc3nc[nH]c(=O)c23)c(C)c1	-2	i	0.1	3	-2	-1	-3	0	2
Cn1c(SCC(=O)N/N=C/C=C\c2ccccc2[N+](=O)[O-])nc2ccccc21	2	i	2.3	2	-1	-5	29	4	-5
COc1ccccc1CNC(=O)C(CCSC)NC(=O)C1CCC(C)CC1 (configuration not stated)	5	i	0.5	-2	-4	9.0*	6	1	7
OCc1n[nH]c(CO)n1	0	i	0.5	-7	5	-2	-5	-2	4
CCCc1cc(C(=O)N(C2CCCCC2)C2CCCCC2)no1	2	i	-0.1	4	-1	0	14	-1	-8
O=C(NCCc1nc2ccccc2[nH]1)Nc1ccccc1	-2	i	0.3	-12	-4	-3	-6	-1	-10
Cc1c(C2(O)CCCCC2)[nH]c2ccc(C#N)cc12	-1	i	0.4	2	3	-1	-1	1	-7
CCN(CC)CCN(Cc1cc2cc3c(cc2[nH]c1=O)OCO3)C(=S)NCc1ccco1	1	i	1.4	-6	-1	0	-2	35*	3
CCOc1ccc(OCC(=O)Nc2c3c(nn2C(C)(C)C)CS(=O)(=O)C3)cc1	0	i	1.2	-8	-4	4	-3	0	0
O=C(CSc1nc2ccccc2c(=O)n1CC1CCCO1)NCC1CCCO1 (configuration not stated)	-2	i	0.2	-3	3	-2	-4	-1	-2
Cc1ccc(C)c(S(=O)(=O)N2CCCOC2CNC(=O)C(=O)NCCc2ccco2)c1 (configuration not stated)	2	i	-0.8	-4	-3	-2	0	0	-9
CCC(C)NC(=O)CSc1ccc(Cl)cc1 (configuration not stated)	2	i	2.1	-1	-1	-11	-9	1	8
CCCC(C)C(=O)Nc1nnc(C)s1 (configuration not stated)	3	i	0.2	2	-2	-9	-13	-5	-11
Cc1ccc(C(=O)CSc2nc3cccnc3n2C)cc1	-6	i	-0.8	-9	-2	-2	7	0	1
COCCN(Cc1ccco1)C(=O)Cn1ncc2c(=O)oc3ccccc3c21	1	i	-1.2	-10	5	-1	-1	6	1
CC(=O)c1ccc(OCc2cc(C(=O)N3CCN(C4CCCC4)C(=O)C3)no2)cc1	1	i	-0.7	4	1	-4	0	-3	3
C#CCOCCOCCOCCNc1nc(N2CCN(C(=O)[C@H](Cc3ccc(O)cc3)n3cc([C@@H](N)C(C)CC)nn3)CC2)nc(N2CCN(C(=O)[C@H](Cc3cc4ccccc4[nH]3)n3cc([C@@H](N)C(C)CC)nn3)CC2)n1 (some centres not stated)	0	i	·	-11	3	-8	-13	9	3
CCCCC1(Br)C(=O)N(c2ccccc2)N(c2ccccc2)C1=O	1	i	-0.3	-26	-6	-12	-2	3	-3
CC(C)(C)OC(=O)C[C@H]1C/C=C\C[C@@H](CC(=O)N(CCO)Cc2ccccc2)C(=O)N2CCC[C@H]2COC1=O	2	i	0.0	1	2	-2	-8	8	5
COc1ccc(OC)c(/C=N\NC(=O)c2ccc(-c3ccccc3)cc2)c1	0	i	1.1	3	3	-5	11	2	5
S=c1[nH]c(-c2cccs2)cn1-c1ccccc1	0	i	-0.1	25	-1	-2	-4	1	-9
CC(C)CNC(=O)CCCc1ccccc1	-2	i	-0.7	-12	-2	-2	-8	2	2
Cc1ccc(S(=O)(=O)N2CCC(=O)N([C@H](COCc3ccccc3)C(C)C)CC2)cc1	·	·	0.7	·	5	3	16	-1	-2
Cc1ccc(NC(=O)C2CCN(S(=O)(=O)c3c(C)n[nH]c3C)CC2)nc1	-1	i	-0.9	4	3	-1	5	-3	-6
O=C(CNC(=O)c1cccc(-n2cnnn2)c1)Nc1ccc(F)c(F)c1	4	i	-1.4	-40	4	-3	23	-4	0
COc1cc(C(=O)NC(=S)NNC(=O)c2ccc3c(c2)OCO3)cc(OC)c1OC	-1	i	3.5	-14	6	-2	-1	5	21
CCCOc1ccc(C2C(=O)N(C3CCCCC3)CC(=O)N2CCC)cc1OC (configuration not stated)	0	i	1.3	3	-1	-2	-1	-2	5
CCOc1ccc(CN2CCN(CCCn3cccn3)CC2CCO)cc1 (configuration not stated)	0	i	0.7	2	-1	0	-8	2	0
CCOC(=O)C1=C(COC(=O)c2ccccc2OC(F)F)NC(=O)NC1C (configuration not stated)	-2	i	-1.2	13	-3	-2	-1	-5	14
O=C(O)C1=CCC=CC1C(=O)O (configuration not stated)	2	i	0.8	4	-3	-4	-7	18	-11
CC(C)OC(=O)c1c(NS(=O)(=O)c2ccccc2)sc2c1CCCC2	4	i	0.5	6	·	-12	16	-4	-1
CN(C)S(=O)(=O)c1cccc(-c2csc(N/N=C/c3ccco3)n2)c1	-2	i	2.6	-8	4	-2	7	3	2
CCOC(=O)C(C)NC(=O)Cn1ncc2c(=O)oc3ccc(C)cc3c21 (configuration not stated)	-2	i	0.2	1	1	2	-6	-1	4
CC(=O)Nc1ccc(N2C(=O)CSC2c2ccc([N+](=O)[O-])cc2)cc1 (configuration not stated)	0	i	-0.2	8	-2	-3	8	-4	-2
O=S(=O)(O/N=C1\CCCc2ccccc21)c1ccccc1	0	i	0.2	0	1	-10	6	-4	0
CCC(C)NC(=O)CSc1nnc(-c2ccc(Cl)cc2)n1N (configuration not stated)	1	i	0.5	-62	0	-4	-4	6	-9
COc1ccc(CNC(=O)C[C@H]2C(=O)N(C3CCCCC3)C[C@@H]2Cc2ccccc2)cc1	0	i	1.7	-1	3	-2	-2	6	4
Cn1c(-c2ccc(F)cc2)cnc1SCC(=O)Nc1ccccc1	0	i	-0.5	6	-1	-1	6	1	-2
Cc1sc2nc(CSCC(=O)N3CC(C)OC(C)C3)[nH]c(=O)c2c1C (configuration not stated)	2	i	0.7	11	-2	-3	-8	-3	3

Given with values under each structure: entries from further up
Order of values: Rin1 Abl inh | Rpn11 block | MsrA inh | PABP1 MLLE inh | MT1-MMP act inh | bovine MsrA act | FAS TE block | CSN inh | eLon inh
- CC(=O)Nc1ccc(N2C(=O)CSC2c2ccc([N+](=O)[O-])cc2)cc1 (configuration not stated)
  0 | i | -0.2 | 8 | -2 | -3 | 8 | -4 | -2
- O=S(=O)(O/N=C1\CCCc2ccccc21)c1ccccc1
  0 | i | 0.2 | 0 | 1 | -10 | 6 | -4 | 0
- CCC(C)NC(=O)CSc1nnc(-c2ccc(Cl)cc2)n1N (configuration not stated)
  1 | i | 0.5 | -62 | 0 | -4 | -4 | 6 | -9
- COc1ccc(CNC(=O)C[C@H]2C(=O)N(C3CCCCC3)C[C@@H]2Cc2ccccc2)cc1
  0 | i | 1.7 | -1 | 3 | -2 | -2 | 6 | 4

Next entries follow:
SMILES	Rin1 Abl inh	Rpn11 block	MsrA inh	PABP1 MLLE inh	MT1-MMP act inh	bovine MsrA act	FAS TE block	CSN inh	eLon inh
COc1ccccc1N1CCN(C(=O)CSc2nc(N)cc(=O)[nH]2)CC1	-4	i	-1.1	-57	-1	-2	-7	3	-4
O=C(CSc1nc2ccccc2c(=O)n1NC(=O)c1ccccc1)c1ccccc1	0	i	-0.4	2	6	-2	9	-1	-2
CCCNC(=O)c1cc(C2CCCN(C(=O)C3CC3)C2)on1 (configuration not stated)	-1	i	-1.1	2	3	-2	-3	-2	-15
Clc1cc(Br)ccc1OCCn1ccnc1	6	i	-0.4	-2	5	-3	-6	5	-13
Cn1c(SCC(=O)NC2CCCc3ccccc32)nnc1C1CC1 (configuration not stated)	2	i	0.9	7	3	-2	-2	-2	3
Clc1cccc(-c2nnc3n2CCCCC3)c1	5	i	-0.4	0	0	-5	1	-2	-12
NCC(O)COCCC12CC3CC(CC(C3)C1)C2 (configuration not stated)	0	i	-1.9	-3	-1	-2	-10	4	-6
Cc1nnc(SCC(=O)N2CCN(C(=O)c3ccco3)CC2)n1C	1	i	1.3	-15	4	-2	-6	3	-2
CN1CCN(C(=S)NCCc2ccccc2)CC1	0	i	-1.1	-100	5	-4	-5	0	-1
CCOc1ccc(S(=O)(=O)N2CCCCC2)cc1NC(=O)C1CSC2(C)CCC(=O)N12 (configuration not stated)	3	i	2.3	-15	-3	-3	1	0	7

Structural class, the entries above containing a nitro group on carbon (3)
SMILES	Rin1 Abl inh	Rpn11 block	MsrA inh	PABP1 MLLE inh	MT1-MMP act inh	bovine MsrA act	FAS TE block	CSN inh	eLon inh
CC(=O)C1=C(O)C(=O)N(c2ccc(S(=O)(=O)Nc3nccs3)cc2)C1c1ccc([N+](=O)[O-])cc1 (configuration not stated)	-2	i	3.7	4	5	-2	1	-9	-3
Cn1c(SCC(=O)N/N=C/C=C\c2ccccc2[N+](=O)[O-])nc2ccccc21	2	i	2.3	2	-1	-5	29	4	-5
CC(=O)Nc1ccc(N2C(=O)CSC2c2ccc([N+](=O)[O-])cc2)cc1 (configuration not stated)	0	i	-0.2	8	-2	-3	8	-4	-2

Further records:
SMILES	Rin1 Abl inh	Rpn11 block	MsrA inh	PABP1 MLLE inh	MT1-MMP act inh	bovine MsrA act	FAS TE block	CSN inh	eLon inh
COc1cccc(CNC(=S)NC2CC2)c1	-2	i	-0.2	-34	2	-4	-4	-3	3
CCOc1ccc(N2Cc3ccccc3C2)cc1	0	i	-0.2	-4	-4	-3	-3	8	-11
CCOC(=O)c1cnc2c(cnn2C)c1NCCCN(C)C	-1	i	0.7	16	-31	-11	-10	3	-4
COc1ccc(CCNC(=O)C(=O)NCC2OCCN2S(=O)(=O)c2ccc(Br)cc2)cc1 (configuration not stated)	-1	i	1.4	11	4	-10	-6	-1	-8
CC(C)Cn1c(N)c(C(=O)CSc2ccc3c(c2)OCCO3)c(=O)n(C)c1=O	2	i	0.5	0	-17	-3	-13	0	5
Cc1cccc(C)c1NC(=O)CSCC(=O)O	1	i	1.7	8	3	-3	-1	-3	-5
CC(=O)N1c2ccc(S(=O)(=O)N3CCCC3C(=O)Nc3ccc(C)cc3)cc2CC1C (configuration not stated)	1	i	-0.2	3	-1	-1	2	0	-10
C=CCNC(=O)c1ccc(N(CC=C)S(C)(=O)=O)cc1	0	i	-0.2	-4	-2	-2	-7	5	-5
O=C(CSc1ccc(-c2ccc(Cl)cc2)nn1)Nc1ccc2c(c1)OCCO2	1	i	-0.9	9	3	1	1	5	-1
O=C(c1ccc(Br)cc1)N1CCN(S(=O)(=O)c2ccccc2)CC1	0	i	0.3	-15	2	-1	0	2	-1
Oc1ccc2c(c1)oc1cc(O)ccc12	-3	i	-0.3	0	0	-2	-6	-2	-3
O=C(CN(c1ccccc1)S(=O)(=O)c1ccccc1)N/N=C/c1ccco1	1	i	-0.5	-5	-4	3	-3	2	5
CCc1nnc(NC(=O)CN2C(=O)c3ccccc3C2=O)s1	0	i	-1.2	9	4	-3	-6	-7	-5
Cc1cn(CCC(=O)Nc2ccccc2N2CCOCC2)c2ccccc12	-4	i	1.5	-1	-3	-6	11	0	8
O=S(=O)(c1ccc(Cl)cc1)N1CCCC(c2nc(-c3ccc(F)cc3)no2)C1 (configuration not stated)	2	i	0.6	6	3	0	64*	1	-4
CCOc1ccc(C(=O)Nc2ccc3[nH]ncc3c2)cc1	1	i	1.6	-2	1	-2	-5	1	-3
Oc1ccc(-c2n[nH]c(=S)n2Cc2ccccc2)cc1	-3	i	0.5	-13	9	1	-3	3	1
CCCCCn1c(=O)[nH]c2c(c1=O)CCC2	2	i	1.7	6	3	-11	-15	4	4
COc1cccc(C2=CC(c3cc(OC)ccc3OC)n3nnnc3N2)c1 (configuration not stated)	-1	i	0.4	-20	-65	-4	10	-1	-3

Bioassay records: PubChem, several laboratories
